Bioassay records (PubChem BioAssay)
hcDAF-12 act: H. contortus DAF-12 activation, primary screen; HEK293 hcDAF-12 lit1-tk-luc reporter, luminescence; 0% DMSO, 100% Δ7-dafachronic acid; activation, % at 6.8 µM; actives 1.4% (n = 370,000); AID 652067;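 active = activation above the mean of all tested compounds plus 3 SD, cut at about 5.5% in these data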;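 note: 100% = response to 3 µM Δ7-dafachronic acid high control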
ssDAF-12 act: activates DAF-12 receptor from parasite S. stercoralis. HEK293 ssDAF-12/GRIP1 lit1-tk-luc reporter, luminescence; % of 3 µM dafachronic acid response. actives 1% (n = 370,000). activation, % at 6.8 µM;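 active = activation above the mean over all tested compounds plus 3 SD, cut at about 0.9% in these data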;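 note: 0% = DMSO-only wells and 100% = 3 µM delta7-dafachronic acid wells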
PLC-beta3 inh: blocks human PLC-beta3 enzyme activity. Purified PLC-beta3, fluorogenic substrate, fluorescence. actives 0.18% (n = 370,000). Q01970. AID 720704. inhibition, % at 12.2 µM; in the data active = inhibition above about 11%;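 note: 0% = median of compound wells on plate and 100% = full blocker control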
DAX1 inh-1: DAX1 (NR0B1) inhibition, primary screen. HEK293T StAR-luciferase reporter, SF-1/DAX-1 repression relief. actives 1.1% (n = 370,000). inhibition, % at 6.8 µM. AID 652010;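 active = inhibition above the mean over all tested compounds plus 3 SD, cut at about 3.6% in these data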;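 note: 0% = DAX-1 cells with DMSO and 100% = cells lacking DAX-1 with DMSO; higher inhibition means more luminescence from relief of DAX-1 repression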
GAA850 FXN act: increases GAA850 frataxin promoter reporter activity; HEK293 lucGAA850 FXN promoter luciferase reporter, 24 h; percent of 10 µM SAHA response; activation, % at 6 µM; actives 0.56% (n = 360,000); AID 540364;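 active = activation above the average of all compounds screened plus 3 SD, cutoff fixed separately per campaign, cut at about 7.5% in these data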;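 note: 0% = DMSO wells and 100% = 10 µM SAHA wells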
PLCg1 inh: PLC-gamma1 (human) inhibition, primary screen | P19174 | purified PLC-gamma1, fluorogenic substrate, fluorescence | inhibition, % at 12.2 µM | actives 0.84% (n = 370,000); in the data active = inhibition above about 9.5%
DAX1 inh-2: NR0B1 (DAX1) inhibition | actives 0.99% (n = 340,000) | inhibition, % at 6.75 µM | P51843 | HEK293 Gal4-DAX1 luciferase reporter, luminescence | AID 504766;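 active = inhibition above the mean over all tested compounds plus 3 SD, cut at about 4.2% in these data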;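 note: 0% = DAX1-transfected cells with DMSO and 100% = empty-vector control cells with DMSO; inhibition shows as a rise in luminescence from relieved DAX1 repression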
Target sequence (P51843 207-470 limits assumed): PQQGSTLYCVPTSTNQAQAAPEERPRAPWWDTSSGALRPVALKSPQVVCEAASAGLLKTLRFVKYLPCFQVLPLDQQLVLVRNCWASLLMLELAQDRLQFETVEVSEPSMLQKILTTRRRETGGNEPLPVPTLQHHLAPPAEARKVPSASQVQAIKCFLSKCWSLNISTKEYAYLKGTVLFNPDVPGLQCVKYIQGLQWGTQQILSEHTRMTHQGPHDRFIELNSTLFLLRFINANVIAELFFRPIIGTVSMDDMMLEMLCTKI
hgDAF-12 ag: agonists of H. glycines DAF-12 nuclear receptor; HEK293 GAL4-hgDAF12 UAS-luciferase reporter, agonist luminescence; normalized to butyrate control; activation, % at 6.8 µM; actives 1.8% (n = 370,000); AID 687014;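 active = activation above a cutoff set at the mean of all screened compounds plus 3 SD, cut at about 10% in these data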;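 note: 0% = DMSO wells and 100% = sodium butyrate wells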
ADAM10 inh: ADAM10 inhibition, QFRET primary screen | actives 0.62% (n = 370,000) | inhibition, % at 7 µM | recombinant ADAM10, EDANS/DABCYL FRET peptide cleavage, 3 h | O14672;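 active = inhibition above a per-campaign cutoff equal to the mean of compounds falling between control-based bounds plus 3 SD, cut at about 20% in these data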;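 note: 0% = DMSO wells while the 100% control is not disclosed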
Target sequence (O14672 214-748 limits assumed): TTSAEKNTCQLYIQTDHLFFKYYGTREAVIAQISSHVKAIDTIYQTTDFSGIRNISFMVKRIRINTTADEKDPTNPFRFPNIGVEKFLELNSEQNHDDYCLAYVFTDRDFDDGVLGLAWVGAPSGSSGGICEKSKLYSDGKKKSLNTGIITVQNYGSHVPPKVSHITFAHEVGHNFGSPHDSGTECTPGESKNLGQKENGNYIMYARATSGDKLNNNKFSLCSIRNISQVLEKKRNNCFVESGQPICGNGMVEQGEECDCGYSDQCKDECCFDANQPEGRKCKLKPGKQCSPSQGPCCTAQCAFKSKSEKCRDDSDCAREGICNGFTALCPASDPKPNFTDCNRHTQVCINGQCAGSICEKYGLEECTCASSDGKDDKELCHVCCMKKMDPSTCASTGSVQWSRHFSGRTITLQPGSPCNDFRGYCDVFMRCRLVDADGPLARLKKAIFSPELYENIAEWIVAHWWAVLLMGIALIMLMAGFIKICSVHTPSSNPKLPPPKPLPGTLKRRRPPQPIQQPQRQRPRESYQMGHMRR
ADAM17 inh: ADAM17 inhibition, QFRET primary screen | recombinant ADAM17, EDANS/DABCYL FRET peptide cleavage | inhibition, % at 6.95 µM | actives 0.83% (n = 370,000) | AID 720648;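 active = inhibition above the mean of compounds lying between control limits plus 3 SD, set per campaign, cut at about 8.5% in these data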;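 note: 0% = DMSO-only wells as the low control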
HGIII-sPLA2 inh: Blocks human group III sPLA2 activity | Q9NZ20 | QFRET BODIPY PC-A2 liposome hydrolysis, fluorescence | inhibition, % at 12.2 µM | actives 0.56% (n = 370,000);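 active = inhibition above mean plus 3 SD of compounds lying within the high and low control bounds, cut at about 19% in these data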;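 note: 0% = median of test compound wells and 100% = no enzyme DMSO wells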
Active calls of the source: *; i = inactive; x = not tested or not shown.

SMILES	hcDAF-12 act	ssDAF-12 act	PLC-beta3 inh	DAX1 inh-1	GAA850 FXN act	PLCg1 inh	DAX1 inh-2	hgDAF-12 ag	ADAM10 inh	ADAM17 inh	HGIII-sPLA2 inh
Clc1ccc(-c2nc(CSc3ccccn3)cs2)cc1	1.7	-1.0	-5	1.9	2.4	1	1.0	2.1	-4	2	-3
Cc1ccc(C)c(NC(=O)COC(=O)CNC(=O)C2CCCCC2)c1	1.6	-1.1	-9	0.9	1.2	2	0.5	3.6	-12	-4	9
COc1ccccc1CN(C)CC(=O)NC1CCCc2ccccc21 (configuration not stated)	-2.2	-2.0	-2	-0.2	-1.0	0	0.6	-1.0	-1	2	5
CCOC(=O)N1CCN(c2c(NCc3ccccc3OC)c(=O)c2=O)CC1	-0.4	-0.8	0	0.1	-0.7	1	0.7	0.9	-7	-2	-6
Cc1cc(Br)ccc1NC(=O)CNC(=O)CN1C(=O)NC2(CCCCCC2)C1=O	0.8	-0.3	0	-0.1	-0.6	3	0.3	1.8	3	-1	2
O=C(C1CCN(S(=O)(=O)c2cccc3nonc23)CC1)N1CCCCC1	-1.1	-1.2	-6	0.1	-2.5	1	0.5	2.7	-16	1	-5
N=c1c(C(=O)NCc2ccc(F)cc2)cc2c(=O)n3ccccc3nc2n1CC1CCCO1 (configuration not stated)	1.2	-1.5	-479	-1.4	4.2	-371	1.6	2.6	i	i	0
O=C(CN1C(=O)c2ccccc2C1=O)Nc1ccccc1	0.9	-0.8	0	-0.3	-1.7	0	-1.1	1.9	1	1	-6
CNC(C)C#Cc1ccc2c(=O)c3cc(C)c(C)cc3oc2c1 (configuration not stated)	3.2	-0.2	-139	1.1	6.3	-100	-2.3	11*	-348	-82	-7
O=C1NCCCC1C(=O)N1CCN(C(=O)c2ccco2)CC1 (configuration not stated)	0.4	-1.7	0	0.2	1.2	-1	1.1	1.2	-8	0	-4
COc1ccc2[nH]c(CN3CCN(CC(C)C)C(CCO)C3)c(C)c2c1 (configuration not stated)	0.0	-1.0	-62	-0.1	0.8	-36	-0.3	0.8	-32	-7	-14
C/C(=N\NC(=S)Nc1ccc(C)c(C)c1)c1ccc(N2CCOCC2)cc1	6.9*	-0.2	-5	0.1	1.7	-11	0.2	3.4	4	4	-4
CCOC(=O)[C@]12CCCCC/C=C\1N(CCc1ccc(Cl)cc1)C(=O)[C@H]2CC(=O)NCC1CCCCC1	-2.7	-1.0	4	0.1	x	2	x	5.1	12	6	-6
C/C(=N/NC(=O)CCc1c(C)n[nH]c1C)c1cccc([N+](=O)[O-])c1	-0.3	-1.3	-5	-0.3	0.4	0	0.3	3.1	-7	-2	2
CC(=O)Nc1ccc(S(=O)(=O)CC(=O)CS(=O)(=O)c2ccc(NC(C)=O)cc2)cc1	-1.0	-1.4	-18	0.0	0.6	-10	0.7	2.4	-21	-5	-4
CC(C)CC(=O)/C=C/n1c(=S)oc2ccccc21	0.7	-0.8	7	0.4	2.4	6	-0.3	-0.5	1	3	3
CC1(C(=O)NS(=O)(=O)Cc2ccccc2)CCN1C(=O)C/C=C/c1ccccc1 (configuration not stated)	-0.5	-0.9	-1	0.6	2.5	-3	x	-1.5	-10	1	-2
CC(C)C1C(=O)N(Cc2cn(CCC3OCCCO3)nn2)CCS(=O)(=O)N1Cc1ccc(-c2cccc(CO)c2)cc1 (configuration not stated)	-0.9	-1.5	3	-0.7	-1.5	1	-1.1	0.1	-8	0	-10
Cc1ccc(NC(=O)CN2C(=O)N/C(=C/c3ccccc3OCc3cccc(C(=O)O)c3)C2=O)cc1	1.8	-0.5	-20	1.1	-0.2	0	-0.1	4.4	-11	-5	-42
CN(C)CCOC1c2ccccc2-c2ccccc21	1.7	-0.7	3	0.2	0.6	2	2.2	-1.9	1	0	-4
COc1ccc(C(C)=O)cc1CN1C(=O)NC2(CCCC2)C1=O	0.9	-1.7	-3	-0.1	-0.8	1	0.5	3.6	-5	-3	-2
O=C(O)CNC(=O)/C=C/c1ccc(Cl)cc1Cl	-0.4	-1.0	1	-0.1	0.3	0	-1.7	2.8	-3	0	-1
CC(C)NC(=O)Nc1ccc2c(c1)C(=O)N([C@H](C)CO)C[C@H](C)[C@@H](CN(C)S(=O)(=O)c1ccccc1)OCCCC[C@@H](C)O2	1.2	-0.6	1	-0.4	1.1	-1	0.3	0.7	-9	-3	2
O=C(c1ccco1)N1CCN(C(=S)Nc2ccccc2Cl)CC1	-1.3	-1.0	-5	-1.0	-0.7	3	0.2	-1.8	-2	4	0
O=C(NCCc1ccc(Cl)cc1)C1CCN(S(=O)(=O)c2ccc(-n3cnnn3)cc2)CC1	-0.5	-1.2	2	-0.7	-2.6	-2	-1.4	-3.4	-5	-6	-27
O=C(N/N=C/C1CC2C=CC1C2)c1ccccc1O (configuration not stated)	-1.8	-1.3	-32	0.2	4.2	-17	2.8	4.4	-22	-9	-2
Cc1cc(-n2cnnn2)ccc1C(C)C	-1.1	-1.4	4	0.2	2.7	5	1.9	2.9	6	2	4
COc1ccc(C2=NOC(C(=O)Nc3cccnc3)C2)cc1OC (configuration not stated)	-1.5	-1.0	-8	0.4	3.3	-1	0.9	-2.1	-2	-9	7
O=C(CN1C(=O)c2ccccc2S1(=O)=O)NC(Nc1ccccc1F)C(Cl)(Cl)Cl (configuration not stated)	3.5	0.2	2	-0.1	1.1	4	0.5	-0.9	8	2	-16
Cc1ccc(S(=O)(=O)NC(=O)c2cccc(N(C)C)c2)cc1	-0.2	-0.5	-69	0.3	1.7	-63	0.4	-0.7	-35	-9	6
O=C(O)CC12CC3CC(C1)CC(n1ncc(NCc4ccccc4Cl)c(Cl)c1=O)(C3)C2	-1.7	-0.9	-5	0.6	2.7	4	-0.3	-0.3	0	-1	-10
CN(CCNC(=O)C1CC(=O)N(c2ccc(F)c(Cl)c2)C1)Cc1ccccc1 (configuration not stated)	-1.3	-1.8	0	-0.3	-0.2	2	-0.5	0.7	3	-2	0
Cc1cccc(NC(=O)CSc2ncnc3sc(C)cc23)c1	-0.1	-1.2	-4	-0.5	1.4	3	0.9	2.2	7	-3	0
O=C1OCCN1C(=O)[C@H]1[C@H](c2ccc(Cl)cc2)C(c2ccc(F)cc2)=NN1c1ccccc1	0.9	-1.2	-194	3.8*	-1.2	-126	-0.5	2.6	-87	-18	-4
CCCn1c(N)c(C(=O)COC(=O)c2c(C)noc2C)c(=O)n(C)c1=O	-2.5	-1.6	0	-0.3	-0.5	-1	-0.5	-2.0	-2	-2	-7
C[C@H](CO)N1C[C@H](C)[C@@H](CN(C)C(=O)Nc2ccccc2)Oc2c(NS(=O)(=O)c3cn(C)cn3)cccc2C1=O	0.6	-0.9	-3	0.3	-0.9	4	0.0	1.9	-5	-6	8
CC(=O)c1cccc(NS(=O)(=O)c2c(C(=O)N3CCOCC3)c(C)n(C)c2C)c1	-2.3	-1.2	-4	0.7	1.8	2	0.6	0.6	1	-3	-3
CCOc1ccc(NC(=O)N(CCN(C)C)C(C)c2cccnc2)cc1 (configuration not stated)	-1.2	-1.1	-3	-0.3	3.6	1	0.3	0.9	-5	-4	0
CC(C)c1ccc(NC(=O)C(c2ccccc2)N2CCN(C(=O)c3ccco3)CC2)cc1 (configuration not stated)	-2.9	-1.4	3	-0.2	0.0	1	1.6	1.4	8	4	-17
CCOC(=O)C1=C(C)N=c2s/c(=C\c3ccc(OC(C)=O)c(OCC)c3)c(=O)n2C1/C=C/c1ccccc1 (configuration not stated)	0.1	-1.3	-2	-0.1	-0.1	-1	-0.8	1.4	-2	-5	-4
N#CC1(Nc2ccc3c4c(cccc24)CC3)CCCCC1	-0.5	-0.8	i	-0.8	1.9	i	-0.2	-2.5	-125	-30	-36
c1ccc(Oc2cc(-n3cccn3)ncn2)cc1	0.3	-0.8	1	1.6	5.9	0	1.4	10	-7	-4	-7
COC(=O)C1=C(C)OC(N)=C(C#N)C1c1ccccc1 (configuration not stated)	-0.6	-1.3	-3	0.3	1.5	-1	-0.6	0.1	0	-6	-21
CC(Sc1nc(N)cc(=O)[nH]1)C(=O)N1CCOCC1 (configuration not stated)	0.5	-1.0	-5	-1.0	-0.4	-1	0.4	1.6	-3	-1	-3
COc1ccc(C(=O)OCC(=O)c2c(N)n(C)c(=O)n(C)c2=O)cc1OC	0.2	-1.3	1	-0.5	1.3	-2	0.2	4.7	-2	1	0

Compounds shown so far that have a Cl atom, in the order listed:
SMILES	hcDAF-12 act	ssDAF-12 act	PLC-beta3 inh	DAX1 inh-1	GAA850 FXN act	PLCg1 inh	DAX1 inh-2	hgDAF-12 ag	ADAM10 inh	ADAM17 inh	HGIII-sPLA2 inh
Clc1ccc(-c2nc(CSc3ccccn3)cs2)cc1	1.7	-1.0	-5	1.9	2.4	1	1.0	2.1	-4	2	-3
CCOC(=O)[C@]12CCCCC/C=C\1N(CCc1ccc(Cl)cc1)C(=O)[C@H]2CC(=O)NCC1CCCCC1	-2.7	-1.0	4	0.1	x	2	x	5.1	12	6	-6
O=C(O)CNC(=O)/C=C/c1ccc(Cl)cc1Cl	-0.4	-1.0	1	-0.1	0.3	0	-1.7	2.8	-3	0	-1
O=C(c1ccco1)N1CCN(C(=S)Nc2ccccc2Cl)CC1	-1.3	-1.0	-5	-1.0	-0.7	3	0.2	-1.8	-2	4	0
O=C(NCCc1ccc(Cl)cc1)C1CCN(S(=O)(=O)c2ccc(-n3cnnn3)cc2)CC1	-0.5	-1.2	2	-0.7	-2.6	-2	-1.4	-3.4	-5	-6	-27
O=C(CN1C(=O)c2ccccc2S1(=O)=O)NC(Nc1ccccc1F)C(Cl)(Cl)Cl (configuration not stated)	3.5	0.2	2	-0.1	1.1	4	0.5	-0.9	8	2	-16
O=C(O)CC12CC3CC(C1)CC(n1ncc(NCc4ccccc4Cl)c(Cl)c1=O)(C3)C2	-1.7	-0.9	-5	0.6	2.7	4	-0.3	-0.3	0	-1	-10
CN(CCNC(=O)C1CC(=O)N(c2ccc(F)c(Cl)c2)C1)Cc1ccccc1 (configuration not stated)	-1.3	-1.8	0	-0.3	-0.2	2	-0.5	0.7	3	-2	0
O=C1OCCN1C(=O)[C@H]1[C@H](c2ccc(Cl)cc2)C(c2ccc(F)cc2)=NN1c1ccccc1	0.9	-1.2	-194	3.8*	-1.2	-126	-0.5	2.6	-87	-18	-4
